HepG2 tox: kills HepG2 cells in TGF-b inhibitor counter-screen | HepG2 CAGA-GFP viability, ATP luminescence, 18 h | Potency, µM (doses to about 46.1 µM), without a hit: at the top dose activity change, negative = cytotoxicity, usual class: cytotoxic | 410,000 tested, 0.76% active; note: potency is the fitted concentration of half-maximal effect; some results filed as inactive show a strong effect at the top dose
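CellTiter-Glo luminescence gave cytotoxicity after 18 hours at 37 degrees C. The cells were HepG2 CAGA-GFP in 1% FBS DMEM, stimulated with 500 pg/mL TGF-beta after compound addition. %Activity was normalised to no-cell wells (complete cell-killing) and DMSO (no toxicity), and curves were fitted and classified.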
MCF10A rerep: DNA re-replication induction in MCF 10a cells. 350,000 tested, 2.9% active. Potency, µM (titrated, usually from 46.1 µM), for inactives: at the top dose activity, positive = re-replication, actives largely listed as activators. AID 624296. MCF 10A DNA re-replication, Hoechst nuclear intensity, 48 h; note: potency is the fitted concentration of half-maximal effect; % of control where 0% means no effect; nearly all actives have a fitted effect of over 50% in size
S2 tox: cell viability loss in ATXN counter-screen. S2 cells (HEK-293 line with an ATXN2-luciferase reporter) viability, CellTiter-Fluor protease fluorescence, 24 h. Potency, µM (top dose mostly 56.7 µM), most hits filed as cytotoxic. 400,000 tested, 0.49% active. AID 651635; note: potency is the fitted concentration of half-maximal effect; nearly all actives have a fitted effect of over 40% in size
IL1B secr inh: blocks inflammasome-driven IL-1 beta release; THP-1 LPS/ATP IL-1B secretion, AlphaLISA, 16 h; active compounds read low; activity change, % at 57.5 µM; 360,000 tested, 4.7% active; in the data active = activity change below about -50%; inconclusive = mostly about -30% to -49%; note: % is set by controls: 0 for no effect and ±100 for the full control effect
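Secreted IL-1B measured by AlphaLISA bead assay after 16 h compound exposure of THP-1 cells; compounds (final up to 57.5 uM) added 1 h before LPS (250 ng/mL) and ATP (1.25 mM) stimulation; lower signal means less secretion.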
Nrf2 ARE act: activators of Nrf2 (ARE) signaling. AREc32 ARE-luciferase reporter (MCF7-derived line), luminescence, 24 h. Potency, µM (titrated, usually from 46.1 µM), without a hit: top-dose activation, most hits filed as activators. 410,000 tested, 0.31% active; note: potency is the fitted concentration of half-maximal effect; % of control where 0% means no effect; nearly all actives have a fitted effect of over 65% in size
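Reporter line AREc32 (ARE-Fluc), seeded overnight in OPTI-MEM with 5% FBS; compound pin-transferred, 24 hr at 37 deg C, 5% CO2; luminescent read-out.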
Nrf2 block: Nrf2 pathway inhibition. A549 ARE-Fluc reporter, luciferase luminescence, 18-24 h. Potency, µM (doses to about 46 µM), for the others: at the top dose activity change, negative = inhibition, most hits filed as inhibitors. 360,000 tested, 2.1% active; note: potency is the fitted concentration of half-maximal effect; % is set by controls: 0 for no effect and ±100 for the full control effect; nearly all actives have a fitted effect of over 60% in size
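Nrf2 function is reported as luminescence of an ARE-controlled luciferase in A549 cells. Compounds were tested at several concentrations, and a CellTiter-Fluor read on the same wells flagged cytotoxicity.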
ATXN2 expr inh: ATXN2 expression inhibition; HEK-293 ATXN2-luciferase reporter, luminescence, 24 h; Potency, µM (highest dose often 57 µM), inactives show at the highest dose activity change, negative = inhibition, most hits filed as inhibitors; 360,000 tested, 0.72% active; AID 1745845; note: potency is the fitted concentration of half-maximal effect; % is set by controls: 0 for no effect and ±100 for the full control effect; nearly all actives have a fitted effect of over 55% in size
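ATXN2-luciferase reporter cells (luciferase flanked by upstream and downstream ATXN2 gene portions) were treated 24 h at 37 °C with compounds at up to 57 uM. SteadyGlo luminescence gave expression; GF-AFC fluorescence gave viability.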
A549 tox: A549 cytotoxicity, counter-screen for Nrf2 inhibitors; AID 504648; Potency, µM (top dose mostly 46 µM), inactives show top-dose activity change, negative = cytotoxicity, usual class: inhibitors; 390,000 tested, 0.16% active; A549 ARE-Fluc cells, CellTiter-Fluor viability, 18-24 h; note: potency is the fitted concentration of half-maximal effect; % is set by controls: 0 for no effect and ±100 for the full control effect
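A549 ARE-Fluc cells in 5% FBS OPTI-MEM, 5000 cells/well, rested 2 h then exposed to compounds in concentration-response for 18-24 h at 37 °C. Viability by CellTiter-Fluor fluorescence (Ex 405/Em 525) after 30 min; luciferase luminescence (BugLite, 15 min, RT) read afterwards.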
TGFb SMAD3 inh: inhibitors of TGF-b signaling. 410,000 tested, 1.2% active. HepG2 CAGA-GFP TGF-b/SMAD3 reporter, GFP fluorescence, 18 h; TGF-beta stimulated, 500 pg/mL final. Potency, µM (titrated, usually from 46.1 µM), without a hit: at the top dose activity, negative = inhibition, actives largely listed as inhibitors; note: potency is the fitted concentration of half-maximal effect; % is set by controls: 0 for no effect and ±100 for the full control effect; nearly all actives have a fitted effect of over 65% in size
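Read-out: total well GFP (ex488/em500-530) summed from mean per-cell fluorescence. Cells: HEPG2 CAGA-GFP, 1% FBS DMEM, 18 h at 37 degrees C with 500 pg/mL final TGF-beta. Unstimulated wells served as the full-inhibition control; stimulated DMSO wells = 0%.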
The depositor's hits bear a star; i = inactive; ? = inconclusive; nt = no result given; & = joins results of further samples; [ ] = dose if it differs, or a comment. Unless noted, calls come from the whole dose curve; as a rule, active = well fitted curve in the direction sought with a large enough effect; inconclusive = small, poorly fitted or top-dose-only effect, or another doubt; inactive = no such curve, though single readings can be large; an effect the other way counts as inactive or inconclusive.

Results follow in this order: S2 tox	MCF10A rerep	TGFb SMAD3 inh	HepG2 tox	Nrf2 block	A549 tox	ATXN2 expr inh	IL1B secr inh	Nrf2 ARE act
- COc1ccc(CNC(=O)CCS(=O)(=O)c2ccc3c(c2)NC(=O)CS3)cc1
 : i	6%	3%	-3%	-9%	0%	8%	5	-0.4%
- COc1ccc(N2C(=O)C3C(C2=O)C(C(=O)c2ccccc2)N2CCCC32)cc1 (stereo unspecified)
 : i	?	?	-22%	3%	0%	-7%	-82*	13µM*
- CCOc1ccc2ccccc2c1C(=O)N[C@@H]1C(=O)N2[C@@H]1SC(C)(C)[C@@H]2C(=O)O
 : i	-1%	30%&16%	-1%&-9%	-1%&5%	-3%&2%	6%&12%&8%	-10&0	0.2%&2.1%
- Cc1cccc(CCNC(=O)C2CCN(c3ncnc4c3nc3n4CCCCC3)CC2)c1
 : nt	nt	-28%	-24%	?	0%	nt	nt	0.4%
- CC(C)c1cc(=O)n2[nH]c(SCc3ccccc3)nc2n1
 : i	?	-1%	-2%	?	-3%	14%	16	0.0%
- O=S(=O)(Nc1cccc2ccccc12)c1ccc2ccccc2c1
 : nt	nt	?	-18%	nt	-18%	nt	nt	nt
- O=C1c2ccc(-c3ccc(Cl)c(C(F)(F)F)c3)cc2S(=O)(=O)c2cccc(C(=O)N3CCN(c4ncc(Br)cn4)CC3)c21
 : i	1%	3%	6%	8%	3%	15%	-8	0.1%
- CCC(C)NC(=O)c1cnn2c1NC(c1cccs1)CC2C(F)(F)F (stereo unspecified)
 : i	1%	15%	-7%	-11%	-7%	1%	-15	-0.7%
- CC(C)(C)c1nnc2sc(SCC(=O)N3CCCCC3)nn2c1=O
 : i	24%	-18%	1%	-8%	-6%	1%	-92*	?
- Clc1cc2nc3ccccn3c2cc1Cl
 : i	16%	8%	11%	nt	21%	13%	0	2.7%
- Cc1ccccc1Nc1nnc(SCC2CCCCO2)s1 (stereo unspecified)
 : i	-4%	11%	-9%	211%	0%	-6%	?	2.0%
- O=c1ccc(Br)c[nH]1
 : i	1%	6%	-3%	3%	1%	3%	2	-0.1%
- CCC(C)NC(=O)C1CCN(C(=O)c2ccc(-n3ccc4ccccc43)s2)CC1 (stereo unspecified)
 : nt	nt	1%	-27%	?	-12%	nt	nt	0.9%
- O=C(NCc1ccco1)c1ccc(CN2CCOCC2)cc1
 : i	8%	2%	-32%	-8%	-1%	-2%	9	0.0%
- COC(=O)c1ccc(COC(=O)CCS(=O)(=O)c2ccc(C)cc2)cc1
 : i	-1%	0%	-21%	-2%	3%	-23%	0	0.6%
- Cc1cc(-c2nnc(CCC(=O)NCc3cc(F)cc(C(F)(F)F)c3)o2)no1
 : i	5%	14%	-3%	-22%	0%	19%	0	5.6%
- O=C(Nc1ccc(Nc2ccccc2)cc1)Nc1ccccc1Cl
 : i	?	?	-43%	28%	-14%	21%	?	2.3%
- CCOC(=O)c1csc(-c2ccc3c(c2)CCO3)n1
 : i	-7%	2%	-18%	?	4%	16%	-20	2.6%
- COc1ccccc1C(=O)c1nc2ccccc2n1C
 : i	-1%	-2%	6%	9%	-4%	6%	10	2.8%
- O=C1COc2ccc(C(=O)COC(=O)/C=C/c3ccco3)cc2N1
 : i	8%	12%	-13%	4%	-6%	nt	-7	2.2µM*
- CC(=O)Nc1cnc(-c2ccccc2C(C)=O)cn1
 : i	nt	14%	3%	nt	nt	15%	52	4.4%
- O=C(COC(=O)/C=C/C(=O)N1CCN(c2ccccc2)CC1)NC(c1ccccc1)c1ccccc1
 : ?	?	?	-23%	2%	9%	-29%	-54*	?
- COC(=O)CCCCC1=CCC2C(=O)C=C(O)C2C1 (stereo unspecified)
 : i	nt	9%	5%	nt	nt	8%	47	-1.3%
- COc1ccc(/C=C2\SC(=O)N(CCNC(=O)C3CCN(S(=O)(=O)c4cccs4)CC3)C2=O)cc1
 : i	-7%	-29%	7%	24%	-3%	45%[activator]	23	0.7%
- O=C(c1cnn2c(C(F)F)cc(-c3ccccc3)nc12)N1CCSCC1
 : i	12%	2%	-12%	-14%	0%	-5%	6	2.3%
- Cc1ccc(-c2cc(C(=O)N(Cc3ccccc3)Cc3ccco3)no2)cc1F
 : i	nt	-4%	-22%	8%	0%	12%	nt	7.2%
- COc1ccc(NC(=O)C2C3C=CC4(O3)C2C(=O)N(CCN2CCCCC2)C4C(=O)NC2CCCC(C)C2C)cc1 (stereo unspecified)
 : ?	?	2%	-6%	?	5%	-14%	?	5.0%
- CC(C)(C)[C@H]1C=C(C(=O)N2CCN(Cc3ccc4c(c3)OCO4)CC2)O[C@@H](OCc2ccc(CO)cc2)C1
 : ?	29%	?	2%	-13%	-7%	-38%	-61*	4.4%
- COCC(C)n1c(C)cc(C(=O)COC(=O)c2n[nH]c3ccccc23)c1C (stereo unspecified)
 : i	0%	23%	1%	?	-4%	54%[activator]	?	1.4%
- O=C(CN1C(=O)NC2(CCCc3ccccc32)C1=O)NCC(F)(F)F (stereo unspecified)
 : i	-35%[inhibitor]	0%	-1%	8%	0%	6%	-2	0.2%
- CC(C)CC(=O)Nc1nnc(CSCc2ccc(F)cc2)s1
 : i	5%	-22%	-16%	0%	0%	nt	-12	0.7%
- COc1ccccc1OCC(=O)NNc1c2ccccc2nc2ccccc12
 : ?	1%	?	-46%	21µM*	?	nt	?	3.0%
- COc1cc(OC)cc(C(=O)OCC(=O)Nc2sccc2C(N)=O)c1
 : i	0%	-9%	-6%	-3%	5%	-10%	49	2.6%
- c1ccc(CSc2nnc(-c3c[nH]c4ccccc34)o2)cc1
 : i	23%	?	-43%	nt	-6%	41%[activator]	8	9.3%
- CC1=C(C(=O)N2CCOCC2)CC(CC(=O)NC(c2ccccc2)c2ccccc2)C(=O)N1CCCN1CCCC1=O (stereo unspecified)
 : i	nt	-2%	4%	nt	nt	3%	35	0.1%
- O=C(COc1ccc(Cl)cc1)Nc1nnc(-c2ccco2)o1
 : i	5%	36%	0%	-7%	-8%	-3%	22	0.6%
- Cc1ccc(-n2c(C)cc(/C=C(\C#N)C(=O)NCC3CCCO3)c2C)cc1 (stereo unspecified)
 : i	15%	8%	-33%	?	-6%	69%[activator]	?	0.1%
- CC(=O)OCC1OC(OC(C)=O)C(NC(=O)Cc2ccccc2)C(OC(C)=O)C1OC(C)=O (stereo unspecified)
 : i	-3%	21%	4%	-2%	-3%	16%	31	0.0%
- C=CCc1ccccc1OCC(O)CNC1CCCC1 (stereo unspecified)
 : i	0%	-1%	-1%	-15%	9%	nt	-18	-0.8%
- O=C(CN1C(=O)C2C3c4ccccc4C(c4ccccc43)C2C1=O)Nc1cccc(C(=O)O)c1 (stereo unspecified)
 : i	?	0%	-9%	2%	-1%	-3%	0	0.7%
- Nc1ccc(SC(F)(F)F)cc1
 : i	?	-1%	5%	10%	0%	38%[activator]	14	-0.6%
- Cc1ccc(C(=O)N/N=C/c2ccc([N+](=O)[O-])s2)cc1
 : i	24%	?	-29%	16µM*	?	2.2µM*	-19	-3.5%
- CC1(C(=O)NS(=O)(=O)c2cccc(OC(F)F)c2)CCN1C(=O)CC1CCCC1 (stereo unspecified)
 : i	nt	1%	1%	nt	nt	8%	0	0.2%
- Cc1ccc(C(NC(=O)N2CCOCC2)=C(Cl)Cl)cc1F
 : i	?	?	-42%	?	-2%	-13%	-101*	24%
- COc1cccc(C(C)(O)c2nc(-c3ccccc3C)cs2)c1 (stereo unspecified)
 : i	nt	?	-30%	nt	nt	0%	14	4.5%
- CCN(C(=O)c1cc2cc(OC)ccc2oc1=O)c1cccc(C)c1
 : i	-23%	?	-2%	nt	11%	-7%	2	-1.0%

Exported with tabs: 6 of the compounds above
compound	S2 tox	MCF10A rerep	TGFb SMAD3 inh	HepG2 tox	Nrf2 block	A549 tox	ATXN2 expr inh	IL1B secr inh	Nrf2 ARE act
CC(=O)OCC1OC(OC(C)=O)C(NC(=O)Cc2ccccc2)C(OC(C)=O)C1OC(C)=O (stereo unspecified)	i	-3%	21%	4%	-2%	-3%	16%	31	0.0%
C=CCc1ccccc1OCC(O)CNC1CCCC1 (stereo unspecified)	i	0%	-1%	-1%	-15%	9%	nt	-18	-0.8%
O=C(CN1C(=O)C2C3c4ccccc4C(c4ccccc43)C2C1=O)Nc1cccc(C(=O)O)c1 (stereo unspecified)	i	?	0%	-9%	2%	-1%	-3%	0	0.7%
Nc1ccc(SC(F)(F)F)cc1	i	?	-1%	5%	10%	0%	38%[activator]	14	-0.6%
Cc1ccc(C(=O)N/N=C/c2ccc([N+](=O)[O-])s2)cc1	i	24%	?	-29%	16µM*	?	2.2µM*	-19	-3.5%
CC1(C(=O)NS(=O)(=O)c2cccc(OC(F)F)c2)CCN1C(=O)CC1CCCC1 (stereo unspecified)	i	nt	1%	1%	nt	nt	8%	0	0.2%
